High-throughput results (PubChem)
hcGAS inh – Primary biochemical luminescence assay for human cyclic GMP-AMP synthase inhibitors. inhibition, % at 12.5 µM. recombinant h-cGAS, ATP depletion, Kinase-Glo luminescence. 0.081% of 290,000 active;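 further: 0% = vehicle reaction and 100% = reaction without DNA for no activity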
Target sequence (Q8N884 whole entry, looked up): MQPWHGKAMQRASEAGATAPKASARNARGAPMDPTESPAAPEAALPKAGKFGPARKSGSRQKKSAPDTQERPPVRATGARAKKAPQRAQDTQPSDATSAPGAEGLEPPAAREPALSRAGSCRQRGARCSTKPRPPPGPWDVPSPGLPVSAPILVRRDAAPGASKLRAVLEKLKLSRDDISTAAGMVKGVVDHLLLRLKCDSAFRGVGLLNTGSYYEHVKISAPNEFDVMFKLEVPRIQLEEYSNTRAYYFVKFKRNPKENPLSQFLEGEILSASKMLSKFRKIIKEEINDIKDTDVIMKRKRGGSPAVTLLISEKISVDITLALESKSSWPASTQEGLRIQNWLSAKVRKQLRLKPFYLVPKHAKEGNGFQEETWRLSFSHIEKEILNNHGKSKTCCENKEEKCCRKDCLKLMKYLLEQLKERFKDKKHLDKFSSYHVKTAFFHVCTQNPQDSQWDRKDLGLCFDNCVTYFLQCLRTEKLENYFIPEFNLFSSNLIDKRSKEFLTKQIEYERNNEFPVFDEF
NPYLR7 ag – agonists of mosquito NPYLR7 receptor, primary screen, cell-based, Aedes aegypti, calcium fluorescence, mosquito biting behavior. HEK293T NPYLR7/Galpha15, GCaMP6s calcium fluorescence. Aedes aegypti neuropeptide Y-like receptor 7 (NPYLR7). 0.15% of 270,000 active. activation, % at 10 µM; in the data active means activation above about 40%;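 further: 0% = vehicle and 100% = reference agonist at the receptor; some compounds past the cut are filed as inactive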
mcGAS inh – cyclic GMP-AMP synthase inhibitors, mouse, primary biochemical chemiluminescence; recombinant cGAS, Kinase-Glo ATP depletion luminescence; inhibition, % at 12.5 µM; Q8C6L5; AID 1259399, 2018; 0.15% of 160,000 active;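 further: 0% = negative control wells and 100% = reference inhibitor with no enzyme activity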
An asterisk follows results filed as active; x = no result given; & = joins results of further samples. Unless noted, no stated cut-off is given here; in the data, active means inhibition above about 40%; inactive means the rest.

SMILES	hcGAS inh	NPYLR7 ag	mcGAS inh
COCCNc1nc2cc(-c3ccccc3)sc2c(=O)n1C	-11	9	x
C#CCCC(=O)N1CCC(n2c(Cc3ccccc3)nc3ccccc32)CC1	-7	-1	-6
CCC(C)OC(=O)C1=C(C)NC2=C(C(=O)CC(c3ccccc3)C2)C1c1cccc(OC)c1OC (stereo not given)	-9	5	-7
COc1ccc(C2=NN(c3nc(-c4ccccc4)c4cc(C)ccc4n3)C(c3ccc(Br)cc3)C2)cc1 (stereo not given)	-4	8	-6
CCn1nnc2cc(C(=O)NCCC3CCCO3)ccc21 (stereo not given)	-8	12	-7
S=c1[nH]nc(-c2ccco2)n1-c1ccccc1	3	-9	x
CCc1nc([C@@H]2C[C@H](NC(=O)c3ccccc3)C[C@H](C(C)C)O2)c(C)[nH]1	-7	8	x
CCOc1cccc2sc(N(CCn3nc(C)cc3C)C(=O)c3cccs3)nc12	-2	-18	-9
Cc1ncoc1C(=O)N1CCc2c([nH]c3ccccc23)C1c1cccc(C(F)(F)F)c1 (stereo not given)	-1	1	-7
CC(=O)c1ccc(OCC(O)CN2CCN(c3ccc(F)cc3)CC2)cc1 (stereo not given)	-4	-7	x
CCn1cc(NC(=O)Nc2ccc(C(C)=O)cc2)c2ccccc21	-1	22	x
CC(C)NC(=O)CCc1nnc(-c2ccccc2)o1	-5	3	-3
CN(C)CCN(C)[C@H]1[C@@H]2OC[C@@H](O2)[C@@H](N(C(=O)Nc2cccc(C(F)(F)F)c2)C(=O)Nc2cccc(C(F)(F)F)c2)[C@@H]1O	-6	-6	-7
O=c1cc(-c2cccc3c2Sc2ccccc2S3)oc(N2CCOCC2)c1	-4	2	x
COc1ccc(C)cc1S(=O)(=O)Nc1ccc(Nc2cc(-n3ccnc3)ncn2)cc1	2	-13	-7
O=C(Nc1ncc2c(n1)C[C@@H](Cc1ccccc1)NC2=O)c1cccc(F)c1	-9	19	x
CN(C)c1nc2c(c(=O)[nH]1)CCN(C(=O)c1n[nH]c3c1CCC3)C2	-8	5	x
O=C(c1cccc(Cl)c1)C1CCCN(S(=O)(=O)c2ccc(F)c(F)c2)C1 (stereo not given)	-5	1	x
COc1cccc2cc(-c3csc(Nc4ccc(O)cc4)n3)c(=O)oc12	-4	7	-9
Nc1nc(N2CCCCC2)nn1C(=O)CCC1CCCC1	-14	7	x
COC(=O)c1c(NC(=O)CSc2nnc3ccccn23)sc2c1CCCCC2	-4	0	x
CC(C)CCNC(=O)NC(=O)CSc1ncn[nH]1	6	2	x
O=C(C1CNCCN1C(=O)CCc1cccnc1)N1CCOCC1 (stereo not given)	-1	-5	-6
c1ccc(Nc2nc3nonc3nc2Nc2ccccc2)cc1	3	-2	0
COc1ccc(C)cc1NC(=O)CNC(=O)C1(C)CCCO1 (stereo not given)	-3	7	x
New compounds follow:
SMILES	hcGAS inh	NPYLR7 ag	mcGAS inh
O=C(Nc1cccc(Cl)c1)C1COc2ccc(Cl)cc2C1 (stereo not given)	-7	0	x
COC(=O)C1CC2(CCN(C(=O)/C=C/c3ccoc3)CC2)c2ccccc21 (stereo not given)	-3	-1	x
Nc1nc(N)nc(CSc2nnc(N3CCCC3)n2C2CC2)n1	2	4	x
COc1ccc(Br)c(NC(=O)Cc2ccc(C)cc2)c1	-4	0	x
C=CCN(CC(=O)N(CCc1ccccc1)Cc1ccc(C)o1)C(=O)C1CCCC1	-3	-3	-5
Cc1ccc2ccccc2c1CN1CCOCC(CN(C)C)C1 (stereo not given)	-4	12	-10
OCCC#Cc1ccc(CN2CCCC3(CCNCC3)CC2)cc1	-5	7	-14
CCOc1cc(CNC(CC)CO)c(Br)cc1OC1CCCC1 (stereo not given)	-3	-10	-6
COc1ccc(CCOc2nc(-c3ccc(OC)cc3)n(-c3ccc(NS(=O)(=O)c4ccc(Cl)cc4)cc3)n2)cc1	-4	0	-3
COc1ccc(C(CC(=O)NCc2cccnc2)c2cn(C)c3ccccc23)cc1OC (stereo not given)	-2	5	-5
O=S(=O)(NCc1ccc2c(c1)OCO2)c1ccc(Cl)cc1	-7	-4	-8
O=C(COc1ccc(Cl)cc1Cl)NN=Cc1cc(Br)ccc1O	-7	-3	-5
COC(=O)CCCCCCCCC(=O)NCC(=O)N1CCC(C(=O)Nc2ccc(OC)cc2)CC1	-7	34	-8
CCCN(C)CC1(O)CCC2(CCN(C(=O)c3cn[nH]c3)CC2)CC1	-11	x	-6
CCOc1ccc(OCCOc2ccc(Cl)cc2)cc1	-12	25	x
Cn1c(=O)c2c(nc3n2CC(c2ccc(F)cc2)=NN3CCN2CCCCC2)n(C)c1=O	1	16	x
O=c1cc(N2CCCC2c2ccc3c(c2)OCCO3)nc2ccccn12 (stereo not given)	-6	-5	-16
CN(Cc1ncc[nH]1)C(=O)CSC12CC3CC(CC(C3)C1)C2	-5	0	-16
COc1ccc(NC2=C(Sc3ccc(N)cc3)C(=O)N(C(C)C)C2=O)cc1	-3	17	x
Cc1nc(C)c(NC(=O)C(C)Cc2c(C)nn(C)c2C)s1 (stereo not given)	-3	2	x
Cc1ccc(Cc2nc(N3CCCN(S(=O)(=O)c4ccc(Cl)c([N+](=O)[O-])c4)CC3)c3c(-c4cccnc4)noc3n2)cc1	-1	14	-4
C=CSc1sc(Cl)c(N2CCCCCC2)c1[N+](=O)[O-]	-10	0	-5
CN(C(=O)CN1C(=O)c2ccccc2C1=O)C1CCCCC1	-9	-6	-7
CN(C)c1cc(N2CCN(c3ccc(S(C)(=O)=O)cc3F)CC2)ncn1	-6	25	-8
FC(F)(F)c1nc(N2CCN(Cc3ccc(Cl)s3)CC2)c2ccccc2n1	-9	9	x

Laid out differently: entries from further up
Under each structure: hcGAS inh | NPYLR7 ag | mcGAS inh
COC(=O)CCCCCCCCC(=O)NCC(=O)N1CCC(C(=O)Nc2ccc(OC)cc2)CC1
    -7 | 34 | -8
COc1ccc(C(CC(=O)NCc2cccnc2)c2cn(C)c3ccccc23)cc1OC (stereo not given)
    -2 | 5 | -5
CCCN(C)CC1(O)CCC2(CCN(C(=O)c3cn[nH]c3)CC2)CC1
    -11 | x | -6
COc1ccc(NC2=C(Sc3ccc(N)cc3)C(=O)N(C(C)C)C2=O)cc1
    -3 | 17 | x

Random excerpt: two records from the list
SMILES	hcGAS inh	NPYLR7 ag	mcGAS inh
O=c1cc(N2CCCC2c2ccc3c(c2)OCCO3)nc2ccccn12 (stereo not given)	-6	-5	-16
Cc1nc(C)c(NC(=O)C(C)Cc2c(C)nn(C)c2C)s1 (stereo not given)	-3	2	x

Next section.
SMILES	hcGAS inh	NPYLR7 ag	mcGAS inh
CNCC(O)Cn1cc(C)c(C(C)=O)c1C (stereo not given)	-6	3	x
Cc1ccc(-c2csc(-n3[nH]c(C)c(N=Nc4ccccc4C(F)(F)F)c3=O)n2)cc1	-5	-7	-5
CCCCOc1ccc(C(=O)N2CCN(c3nc(CCC)nc4sc5c(c34)CCCCC5)CC2)cc1	-12	x	-10
COc1ccc(CN2C[C@H](O)C[C@H]2c2nc(-c3ccc(F)cc3)no2)cc1	-7	-4	-7
COc1cccc(OS(=O)(=O)c2ccccc2F)c1	-7	4	x
CC(C(=O)NC1CCCC1)N1CCN(c2cncc(Cl)n2)CC1 (stereo not given)	-11	9	x
CCc1nc2n(n1)C(=O)C(C(c1ccc(C)cc1)N1CCCCC1)S2 (stereo not given)	-2	0	-5
COCC(=O)Nc1ccc(N(C)C)c(CN(Cc2ccc(F)cc2)C(=O)COC)c1	-5	-4	-5
O=C(Nc1ccc(-c2noc(=O)[nH]2)cc1)N1CCCC2CCCC21 (stereo not given)	-7	4	x
O=C(c1cccnc1Oc1ccccc1)N1CCC(c2ccccc2)CC1	-9	0	-4
CN(c1ccccc1)N1CC(C(=O)NCCc2ccc(O)cc2)CC1=O (stereo not given)	-2	-4	-4
O=C(c1ccc(N2CCSCC2)nc1)N1CCC(N2CCOCC2)CC1	3	-3	1
Cc1nnc2c(SC(C)C)nc3ccccc3n12	-11	6	x
CS(=O)(=O)c1ccc(-c2nc3ccccc3n2CCO)cc1	-1	-6	x
O=c1cc(-c2ccccc2)oc2c(O)c(O)ccc12	72*	-1	x
CN(C)c1cccc(C(=O)N2CCC(N3CCC(C(=O)NC4CC4)CC3)CC2)c1	-9&-5	4	x
COC1O[C@@H]2O[C@]3(C)CC[C@H]4[C@H](C)CC[C@@H]([C@H]1C)[C@@]24OO3 (stereo not given in full)	0	-7	x
Clc1ccccc1OCc1nc(-c2ccccn2)no1	-10	0	-4
CN(C)CC1(O)CCCN(C(=O)c2ccc[nH]2)C1 (stereo not given)	-9	1	x
Cc1ccc2c(c1)CCN1C(=O)CN(S(=O)(=O)c3ccc(F)c(Cl)c3)CC21 (stereo not given)	3	3	1
CC(=O)N1CCc2c(sc(NC(=O)c3ccccc3)c2-c2nc3ccccc3s2)C1	-2	3	x
COCCNC(=O)Cc1csc(SCC(=O)c2ccc(F)cc2)n1	-4	x	-7
O=C(Nc1ccc(CNc2ncnc3cc(Cl)ccc23)cc1)C1CC1	-2	8	x
CCOc1ccc(-n2nnnc2CNC(=O)Cc2cccc3ccccc23)cc1	-2	15	-4
Cc1[nH]n(-c2ccccc2)c(=O)c1C1=C([n+]2ccccc2)C(=O)N(C(C)C)C1=O	-11	-1	-9
Next compounds
SMILES	hcGAS inh	NPYLR7 ag	mcGAS inh
O=C1CN(C(=O)c2c3c(nc4cc(Br)ccc24)CCCC3)CCN1	4	2	x
COC(=O)C1=NOC2C(=O)N(c3ccc(Br)cc3)C(=O)C12 (stereo not given)	0	11	x
COC(=O)c1ccc(OC(=O)c2cc(Cl)c(OC(C)C)c(OC)c2)cc1	-6	1	-7
O=C(O)CNc1ccccc1C(=O)N1CCC(O)(c2ccc(F)cc2)CC1	-4	31	x
O=C(C1CCCCC1)N1C[C@@H](CO)[C@@H]2Oc3c(F)cccc3[C@@H]21	8	-10	7
COc1ccc(-n2c(SCC(=O)Nc3ccc(C)cc3)nc3c(c2=O)SCC3)cc1OC	-6	-4	-7
COc1ccc(-c2nc(C=CC(=O)N3CCCC4CCCCC43)cs2)cc1 (stereo not given)	-6	5	x
Cc1cc(C)c(C#N)c(SCc2ccc(Cl)cc2)n1	2	7	-4
CNC(=O)c1cc(OC)ccc1NC(=O)c1cccc(C(=O)OC)c1	-5	-2	x
Cc1ccc2oc(-c3cc(NC(=O)c4cccc(F)c4)ccc3O)nc2c1	-7	13	-5
Cc1nc2c(-c3ccccc3)cnn2c(N2CCOCC2)c1C	-11	1	-10
CCCC(=O)OCC(O)CN(Cc1ccc(F)cc1)Cc1ccccc1OC (stereo not given)	1	19	-4
CSc1ncccc1C(=O)N1CCc2c(nc(N(C)C)[nH]c2=O)C1	-1	3	-16

Record cards, as listed above. Order of values: hcGAS inh	NPYLR7 ag	mcGAS inh
`O=C(O)CNc1ccccc1C(=O)N1CCC(O)(c2ccc(F)cc2)CC1` in the list: -4	31	x
`CNC(=O)c1cc(OC)ccc1NC(=O)c1cccc(C(=O)OC)c1` in the list: -5	-2	x
`COC(=O)c1ccc(OC(=O)c2cc(Cl)c(OC(C)C)c(OC)c2)cc1` in the list: -6	1	-7
`O=C(C1CCCCC1)N1C[C@@H](CO)[C@@H]2Oc3c(F)cccc3[C@@H]21` in the list: 8	-10	7
`COC(=O)C1=NOC2C(=O)N(c3ccc(Br)cc3)C(=O)C12` (stereo not given) in the list: 0	11	x
